L3MBTL1 block – blocks human L3MBTL1; 230,000 compounds, 0.66% hits; Potency, µM (doses to about 57.1 µM), for inactives: at the top dose activity, negative = inhibition, hits mostly inhibitors; AlphaScreen L3MBTL1–H3K9me1 peptide binding; active means well fitted inhibition curve with a large enough effect; inconclusive means small, poorly fitted or top-dose-only effect; inactive means no such curve, though single readings can be large or run the other way; further: nearly all actives have a fitted effect of over 60% in size
Target sequence (Q9Y468 whole entry, looked up): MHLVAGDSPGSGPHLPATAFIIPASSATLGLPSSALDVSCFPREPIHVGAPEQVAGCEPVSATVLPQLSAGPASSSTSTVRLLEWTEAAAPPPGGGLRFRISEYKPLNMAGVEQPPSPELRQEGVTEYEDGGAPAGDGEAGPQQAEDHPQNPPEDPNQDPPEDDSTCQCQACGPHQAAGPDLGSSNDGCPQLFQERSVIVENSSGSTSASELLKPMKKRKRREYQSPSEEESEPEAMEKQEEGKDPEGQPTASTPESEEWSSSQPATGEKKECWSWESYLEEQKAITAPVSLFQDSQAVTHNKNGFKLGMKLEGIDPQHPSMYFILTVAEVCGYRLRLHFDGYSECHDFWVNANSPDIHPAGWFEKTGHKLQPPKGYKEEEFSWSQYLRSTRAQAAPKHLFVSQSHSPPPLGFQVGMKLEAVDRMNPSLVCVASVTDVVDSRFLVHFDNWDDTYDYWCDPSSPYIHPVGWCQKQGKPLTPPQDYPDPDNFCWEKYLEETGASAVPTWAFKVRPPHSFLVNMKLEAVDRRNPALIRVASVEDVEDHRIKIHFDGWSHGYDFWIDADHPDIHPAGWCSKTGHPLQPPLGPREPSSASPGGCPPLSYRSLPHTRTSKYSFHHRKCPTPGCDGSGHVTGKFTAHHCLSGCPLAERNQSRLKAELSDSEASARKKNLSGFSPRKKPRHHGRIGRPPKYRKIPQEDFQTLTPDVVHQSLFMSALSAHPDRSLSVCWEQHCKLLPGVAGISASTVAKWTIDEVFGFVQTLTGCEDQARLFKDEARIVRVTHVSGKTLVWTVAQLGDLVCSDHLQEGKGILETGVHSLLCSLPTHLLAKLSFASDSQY
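L3MBTL1 50 nM + b-AHA-H3(1-15)K9me1 75 nM, 30 min RT; compound added, 30 min RT; streptavidin donor/Ni-chelate acceptor beads 10 ug/mL each final, 30 min RT dark; AlphaScreen read.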
Starred values were filed as active, the others as inactive; ? = inconclusive; [ ] = another dose, or the depositor's remark. On the % scale 0 is the no-effect control and ±100 the full control effect; potency means the concentration at half of the fitted maximal effect. An excerpt; the hit share may differ from the screen's.

SMILES,L3MBTL1 block
COc1cc(NC(=O)c2cc(-c3ccccc3)on2)cc(OC)c1OC,-3%
CC1CCN(C(=O)c2ccc(CNS(=O)(=O)c3ccc(C(C)(C)C)cc3)cc2)CC1,-9%
Cc1ccnc(NC(=O)CNC(=O)c2ccccc2)c1,3%
CN(CC(=O)Nc1ccc(N2CCOCC2)cc1)C(=O)CCCOc1ccc(Cl)cc1Cl,-6%
COCCn1c(N2CCCC2)nc2c1c(=O)[nH]c(=O)n2C,-4%
CCOc1ccc(N2CC(C(=O)NCCN3C(=O)S/C(=C/c4cccnc4)C3=O)CC2=O)cc1 (stereo not drawn),1%
CN1CCC(N(C)S(=O)(=O)c2ccc(NC(=O)COc3ccc(Cl)cc3)cc2)CC1,-9%
CC(C)(C)C1CCC(CN2C(Nc3ccccc3)=NC[C@@H]2Cc2ccccc2)CC1 (stereo partly drawn),-4%
NC(=O)CC(NC(=O)Cc1ccc(Cl)cc1)c1ccc(NC2CCCCCC2)c([N+](=O)[O-])c1 (stereo not drawn),-1%
Cc1ccc([N+](=O)[O-])c(OCCN2CCc3ccccc3C2)c1,-3%
O=C(NN=Cc1ccccc1Cl)c1ccc(-n2cnnn2)cc1,-9%
CCC(C(=O)OCC(=O)N1CCN(c2ccc(OC)cc2)CC1)c1ccccc1 (stereo not drawn),-10%
O=C(CCNS(=O)(=O)c1ccccc1F)N1CCN(C/C=C/c2ccccc2)CC1,-25%
CN(C)CCn1c(NCc2ccc3c(c2)OCO3)nc2ccccc21,2%
Cc1ccc(NC(=O)CN(C)C(=O)c2sc3cc(Cl)ccc3c2Cl)cc1,-10%
C[C@@H]1CN([C@@H](C)CO)C(=O)c2cccc(NC(=O)Nc3ccccc3)c2O[C@H]1CN(C)C(=O)Nc1cccc2ccccc12,-17%
CC1CCCCN1C(=O)COC(=O)Cc1c[nH]c2ccccc12 (stereo not drawn),2%
Cc1cccc(C)c1NC(=O)Cn1c(=O)c(N2CCCCC2)c(N)n(C)c1=O,-2%
Cc1ccc(S(=O)(=O)N2CCN(c3cccc(C)c3)CC2)cc1,-10%
O=C(NCc1ccccc1)N1CCCC1,5%
O=C(NCCS(=O)(=O)NC1CCCC1)c1ccc(F)cc1,4%
C[n+]1ccccc1/C=C/c1ccc2ncccc2c1,-9%
O=C(O)c1cccc(NC(=O)c2ccccc2NC(=O)c2ccccc2F)c1,0%
COc1ccc(S(=O)(=O)NCc2ccccn2)cc1Br,11%
CC(OC(=O)c1ccccc1C(=O)N(C)c1ccccc1)C(=O)Nc1ccccc1[N+](=O)[O-] (stereo not drawn),-8%
CN(C)S(=O)(=O)c1cccc(NC(=O)CCc2nc3cc(S(=O)(=O)N4CCOCC4)ccc3n2C)c1,-4%
COc1cc(-c2noc(C)c2-c2ccc3[nH]ccc3c2)cc(OC)c1OC,2%
COCCN(C(=O)COC(=O)c1cc2c(s1)CCCC2)c1c(N)n(Cc2ccccc2)c(=O)[nH]c1=O,?
CC(C)N(C(=O)CSc1ccc(S(=O)(=O)N2CCCCC2)cn1)c1ccccc1,6%
COc1ccc(OC)c(NC(=O)c2ccc(-c3csc(C)n3)cc2)c1,-4%
COc1ccc(CCNC(=O)C2=CC=CN3CCS(=O)(=O)N=C23)cc1,-3%
CCOC(=O)c1c(NC(=O)CN2C(=O)NC3(CCCCC3C)C2=O)sc(C)c1CC (stereo not drawn),-5%
O=C(Nc1ccccc1)OCCOc1ccccc1Br,13%
N#Cc1ccc(CSc2ccc(S(=O)(=O)N3CCCCCC3)cn2)cc1,21%
COc1ccc2c(COC(=O)CNS(=O)(=O)c3ccc(C)c(C)c3)cc(=O)oc2c1,-4%
COc1ccc(S(=O)(=O)N2CCOCC2)cc1NC(=O)CSc1nc(C)c(C)c(C)n1,8%
CN(c1cccc(Cl)c1)S(=O)(=O)c1cccc(C(=O)NN2CCOCC2)c1,2%
Cc1cccc(NS(=O)(=O)c2nnc(NC(=O)c3ccc(C)c(C)c3)s2)c1,-2%
CCN1C(=O)[C@H]2[C@H]3CN=C(SC)N3[C@@](CC)(C(=O)OC)[C@H]2C1=O,-7%
CCOc1ccccc1C(=O)Nc1cccc2cccnc12,22%
COC(=O)CCC(=O)NNC(=O)C1CC1(c1ccccc1)c1ccccc1 (stereo not drawn),-4%
CCN(c1ccccc1)S(=O)(=O)c1ccc(N2CCN(c3ccccc3O)CC2)nc1,-28%
C[C@H](CO)N1C[C@H](C)[C@@H](CN(C)C(=O)Nc2ccccc2)Oc2c(NC(=O)c3ccncc3)cccc2C1=O,4%
COc1cc(OC)cc(C(=O)N2CC(=O)Nc3ccccc32)c1,6%
COc1ccc(S(=O)(=O)N2CCC(C(=O)NN3CCCCC3)CC2)cc1OC,-1%
COc1cccc(CNC(=O)C(=O)NCC2CCCN2S(=O)(=O)c2cc(C)ccc2C)c1 (stereo not drawn),-3%
Cc1ccccc1C(=O)OCC(=O)Nc1cccc(S(=O)(=O)NC2=NCCC2)c1,9%
Cc1ccc(C)c(COC(=O)c2cccc(S(=O)(=O)N3CCCC3)c2)c1,53%[activator]

Two consecutive entries already listed, for reference:
SMILES,L3MBTL1 block
Cc1ccccc1C(=O)OCC(=O)Nc1cccc(S(=O)(=O)NC2=NCCC2)c1,9%
Cc1ccc(C)c(COC(=O)c2cccc(S(=O)(=O)N3CCCC3)c2)c1,53%[activator]

Going on with the list.
SMILES,L3MBTL1 block
CC(=O)Nc1ccc(N=NC2C(=O)N(C(N)=S)N=C2C)cc1 (stereo not drawn),-6%
Cc1cc(OCC(O)CN2CCN(c3ccccn3)CC2)cc(C)c1Cl (stereo not drawn),-2%
COc1cc(OC)cc(-c2c(-c3cccs3)c3cc(-c4ccc(C(N)=O)cc4)ccc3n2C)c1,0%
CC1(c2ccccc2Cl)NC(=O)N(CC(=O)N2CCc3ccccc32)C1=O (stereo not drawn),-3%
COc1cc2c(cc1OC)CN(CC(=O)Nc1ccccc1C(=O)NC1CC1)CC2,0%
CCOc1ccc(NC(=O)CN(C)C(=O)c2c(C)nn(-c3ccccc3)c2Cl)cc1OCC,-7%
COc1ccccc1C(=O)NCC(=O)OCC(=O)N(CC(C)C)c1c(N)n(Cc2ccccc2)c(=O)[nH]c1=O,-1%
CCOc1ccc(NC(=S)NC(=O)/C=C/c2ccco2)cc1,1%[2.29 µM]
CCOC(=O)N1CCN(C(=O)c2cccc(S(=O)(=O)Nc3ccccc3Cl)c2)CC1,3%
Cc1c(Cl)cccc1NC(=O)CNC(=O)C1CCN(C(=O)Nc2ccccc2)CC1,2%
Cn1c(N)c(C(=O)COC(=O)CNC(=O)c2ccccc2)c(=O)n(C)c1=O,-1%
Cc1ccc(-c2nc(CS(=O)CC(=O)NCc3ccc4c(c3)OCO4)c(C)o2)cc1 (stereo not drawn),4%
O=C(Nc1ccccc1N1CCCC1)C1CCN(S(=O)(=O)c2cccc(C(F)(F)F)c2)CC1,-6%
O=C(/C=C/c1ccc(NC(=O)c2ccccc2-c2ccccc2C(=O)O)cc1)c1ccccc1,-10%
COc1ccccc1CN(C)CC(=O)NC(=O)NC1CCCCC1,2%
COc1ccc(CC(=O)Nc2ccc(C)cc2O)cc1S(=O)(=O)N1CCOCC1,1%
O=C(NCc1ccccc1F)C1CC(=O)N(c2ccc3c(c2)OCCO3)C1 (stereo not drawn),3%
O=C1CCc2cc(S(=O)(=O)NC3CCCCC3)ccc2N1,-4%
COc1cccc2c(N/N=C/c3ccccc3)cc(C)nc12,-4%
CCN(CC(=O)Nc1ccc(NC(C)=O)cc1)C(=O)c1ccccc1Sc1ccccc1C#N,-3%
Cc1cc(OCCN2CCOCC2)ccc1Cl,9%
Cc1ccc(C)c(S(=O)(=O)/N=C(/Nc2ccccc2)c2ccccc2)c1,-3%
CN(C(=O)c1ccc(NC(=O)Cc2ccc(NC(=O)C3CCCN(C(=O)C4CCC4)C3)cc2)cc1)C1CC1 (stereo not drawn),-4%
CC1CN2C(c3ccc([N+](=O)[O-])cc3)=CSC2=N1 (stereo not drawn),2%[2.29 µM]
CCCCN(C(=O)CCCc1nc2ccccc2s1)c1c(N)n(CC(C)C)c(=O)[nH]c1=O,6%
CN1C(=O)C(C)(C)c2cc(S(=O)(=O)NCC(=O)NCc3ccccc3)ccc21,12%
Cc1cc(=O)oc2cc(OCC(=O)NC3CCCCC3)c(Cl)cc12,-3%
CC[C@@H](C)[C@@H]1CN([C@@H](CN2CCC[C@H]2CN2C(N)=NC[C@H]2CC(C)C)C(C)C)C(=N)N1CCCC1CCCC1,-2%
CC(C)(C)c1ccc(OCC(=O)NNC(=O)Nc2ccccc2)cc1,-3%
COc1ccc2oc(C(=O)OCC(=O)Nc3ccc(OC)c(S(N)(=O)=O)c3)c(C)c2c1,2%
O=C(NC1CCCCCCC1)c1ccc(F)c(S(=O)(=O)N2CCOCC2)c1,-1%
CC(=O)C[C@H](O)CC(=O)[C@H]1OC(=O)[C@H](C)CCCCc2ccccc21,0%
Cc1ccc(NS(=O)(=O)c2cccc(C(=O)NNC(=O)c3ccco3)c2)c(C)c1,5%
CC(C)(C)c1ccc(C(=O)CCC(=O)OCC(=O)NCCc2ccc(S(N)(=O)=O)cc2)cc1,-1%
CCN(CC(=O)Nc1ccc2c(c1)OCCO2)C(=O)c1ccc(C)c(S(=O)(=O)N2CCOCC2)c1,2%
CCN(CC)S(=O)(=O)c1cccc(C(=O)NC(C(=O)NCCc2ccccn2)C(C)C)c1 (stereo not drawn),3%
CC(Sc1nnc(-c2ccco2)n1C)C(=O)NC1CCCC1 (stereo not drawn),7%
CCOc1ccccc1NC(=O)CSc1nc(=O)n(CCN2CCOCC2)c2c1CCCC2,-4%
COc1ccc2c(C(=O)NCCCCO)c(-c3ccc(S(C)(=O)=O)cc3)sc2c1,6%
CCN(CC)C(=O)CSc1nnc(-c2c[nH]c3ccccc23)o1,32%[activator][2.29 µM]
Cc1ccccc1OCc1nnc(SCC(=O)O)n1-c1ccccc1,9%[2.29 µM]
Cc1ccc(Cl)cc1N(CC(=O)N1CCOCC1)S(C)(=O)=O,-3%
Cc1ccc(C(=O)Nc2ccc3c(c2)OCCO3)c(C)c1,1%
Cc1noc(C)c1COc1cccc(C(=O)N(C)Cc2nc3ccccc3c(=O)[nH]2)c1,3%
O=C(/C=C/c1ccc(OC(F)F)cc1)OCC(=O)N1CCc2ccccc21,-13%
CCOC(=O)C1CCCN(C(=O)c2cc(CN3C(=O)c4ccccc4C3=O)ccc2OC)C1 (stereo not drawn),-9%
Cc1ccc(NC(=O)CN2C(=O)NC(C)(C)C2=O)cc1S(=O)(=O)N1CCCCCC1,2%
CC(C)C[C@H]1CNC(=O)C(=O)N1C[C@H](C)NC(=O)Cc1ccccc1,10%
Cc1oc2cc3oc(=O)c(CCC(=O)NCCCn4ccnc4)c(C)c3cc2c1C,-5%
Cc1nnc(NC(=O)C2CC(=O)N(c3ccc4c(c3)OCCO4)C2)s1 (stereo not drawn),7%
COc1ccccc1CNC(=O)CCC(=O)n1ncc2cc(C)ccc21,-5%
COc1ccccc1NC(=O)COC(=O)C1=NN(c2ccccc2)C(=O)CC1,7%
COCCn1c(SCC(=O)Nc2cccnc2Cl)nc2ccccc2c1=O,6%
CN1CCN(CCCNC(=O)CCC(=O)N2CCOc3ccccc32)CC1,27%
O=C(CCNC(=O)c1ccco1)NCCc1c[nH]c2ccccc12,-5%
COc1ccc(NC(=O)CN(C)C(=O)c2cn(-c3ccccc3)nc2-c2cccs2)cc1,-6%

Additional structures:
SMILES,L3MBTL1 block
Cc1c(C=NNC(=O)c2ccc(Br)cc2)c2ccccn2c1C(=O)c1ccncc1,4%
COc1ccc(C(=O)NCCS(=O)(=O)NCc2ccc3c(c2)OCO3)cc1,-6%
O=C(N[C@H]1C/C=C\C(c2ccc(F)cc2)N(Cc2ccccc2)C(=O)C1)OCC1c2ccccc2-c2ccccc21 (stereo partly drawn),-7%
COc1cc(/C=N/NC(=O)c2cccnc2)cc(Br)c1O,-2%
CCOc1ccc(-c2n[nH]c(=S)n2Cc2ccccc2)cc1,-5%
O=C(c1cccc(S(=O)(=O)N2CCc3ccccc32)c1)N1CCN(CCO)CC1,3%
COc1cccc(NC(=O)CN(C)C(=O)c2ccc(NC(=O)CC3SC(N4CCCCC4)=NC3=O)cc2)c1 (stereo not drawn),0%
O=C(OCc1ccc(O)cc1)c1c(-c2ccsc2)oc2ccc(N3CCOCC3)cc12,20%
COc1ccc(S(=O)(=O)N(C)C[C@H]2Oc3c(NC(=O)c4ccncc4)cccc3C(=O)N([C@H](C)CO)C[C@@H]2C)cc1,-1%

In a second layout: entries from further up
molecule: O=C(c1cccc(S(=O)(=O)N2CCc3ccccc32)c1)N1CCN(CCO)CC1
  L3MBTL1 block = 3%

molecule: COc1cccc(NC(=O)CN(C)C(=O)c2ccc(NC(=O)CC3SC(N4CCCCC4)=NC3=O)cc2)c1 (stereo not drawn)
  L3MBTL1 block = 0%

molecule: O=C(OCc1ccc(O)cc1)c1c(-c2ccsc2)oc2ccc(N3CCOCC3)cc12
  L3MBTL1 block = 20%

molecule: COc1ccc(S(=O)(=O)N(C)C[C@H]2Oc3c(NC(=O)c4ccncc4)cccc3C(=O)N([C@H](C)CO)C[C@@H]2C)cc1
  L3MBTL1 block = -1%
